FXIa inh – factor XIa (human) inhibition. P03951. purified FXIa, Boc-Glu-Ala-Arg-AMC fluorogenic substrate. inhibition, % at 5 µM. 220,000 tested, 0.14% active;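 active = inhibition of at least 40%; inactive = inhibition below 40%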;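 also: fluorescence of freed AMC excited at 355 nm; 0% = enzyme without compound and 100% = no enzyme blank; many of its hits are not listed in these tables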
14-3-3 Bad inh – disrupts binding of bovine 14-3-3 zeta to phospho-Bad peptide | 220,000 tested, 0.71% active | inhibition, % at 21.7 µM | AID 781 | TR-FRET 14-3-3zeta/Dy647-pBad peptide displacement, 1 h | P63103;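 active = inhibition above about 70%, limit read from the data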;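 also: 0% = full 14-3-3 plus peptide FRET controls and 100% = background without 14-3-3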
Runt-SMMHC FRET – inhibitors of human RUNX1 Runt domain binding to CBFb-SMMHC; Cerulean-Runt/Venus-CBFb-SMMHC FRET ratio 530/480, 1 h; inhibition, % at 20 µM; 220,000 tested, 0.74% active;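 active = mean inhibition across duplicate retests at 20 µM reaching about 50%, limit read from the data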;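 also: 0% = DMSO wells and 100% = wells with excess untagged CBFb-SMMHC; inhibitors lower the FRET ratio by blocking Runt binding to CBFb-SMMHC; some results filed as inactive read as strong as hits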
hK5 inh – inhibitors of human kallikrein 5; Q9Y337; recombinant hK5, fluorogenic AMC substrate cleavage; inhibition, % at 5 µM; 210,000 tested, 0.59% active; AID 873;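 active = inhibition of 40% or more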;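 also: 0% = enzyme controls without compound and 100% = no-enzyme blanks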
Target sequence (Q9Y337 67-293 limits assumed): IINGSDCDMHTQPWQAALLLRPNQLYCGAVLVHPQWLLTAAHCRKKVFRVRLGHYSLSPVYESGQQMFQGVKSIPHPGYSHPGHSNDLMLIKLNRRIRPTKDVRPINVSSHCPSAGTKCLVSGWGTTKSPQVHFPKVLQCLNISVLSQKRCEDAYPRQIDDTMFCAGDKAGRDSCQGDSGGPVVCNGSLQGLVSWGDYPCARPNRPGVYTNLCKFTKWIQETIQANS
Wee1 stabilizer – inhibitors of human Wee1 degradation; P30291; HeLa Luc-Wee1K328M stability, luciferase luminescence; 100% = proteasome inhibitor MG132 effect; reporter increase, % at 5 µM; 220,000 tested, 1.2% active;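 active = activation above the mean of all tested compounds plus 3 SD, set per screening run, cut at about 8.8% in these data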;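 also: cells exposed to compound for 20 h before luminescence read; 0% = DMSO alone and 100% = MG132 at 30 µM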
Hck-Nef inh – inhibitors of human Hck kinase activated by Nef. 220,000 tested, 0.68% active. inhibition, % at 20 µM. AID 463187. Recombinant Hck-YEEI plus Nef, Z-Lyte FRET kinase assay. P08631;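 active = Hck-Nef kinase inhibition above about 50%, limit read from the data; inactive = inhibition below that limit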;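 also: 0% = DMSO with Hck plus Nef and 100% = Hck alone without Nef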
Target sequence (P08631 whole entry, looked up): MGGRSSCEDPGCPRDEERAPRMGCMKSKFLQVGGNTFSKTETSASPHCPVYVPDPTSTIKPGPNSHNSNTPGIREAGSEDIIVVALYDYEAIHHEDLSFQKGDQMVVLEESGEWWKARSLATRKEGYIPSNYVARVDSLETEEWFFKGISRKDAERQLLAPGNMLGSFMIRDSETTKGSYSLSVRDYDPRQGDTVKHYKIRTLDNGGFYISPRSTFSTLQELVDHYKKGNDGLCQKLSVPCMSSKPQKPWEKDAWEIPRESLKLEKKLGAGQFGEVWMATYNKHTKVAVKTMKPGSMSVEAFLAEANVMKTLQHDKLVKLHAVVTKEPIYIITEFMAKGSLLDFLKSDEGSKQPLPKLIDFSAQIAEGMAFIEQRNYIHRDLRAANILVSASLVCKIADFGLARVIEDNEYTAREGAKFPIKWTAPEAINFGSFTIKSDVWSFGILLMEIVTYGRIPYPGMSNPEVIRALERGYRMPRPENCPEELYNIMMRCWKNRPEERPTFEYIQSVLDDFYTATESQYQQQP
FXIIa inh 1536 – factor XIIa (human) inhibition; P00748; purified FXIIa, Boc-QGR-AMC fluorogenic substrate, 2 h; inhibition, % at 5 µM; 220,000 tested, 0.3% active; AID 800; in the data active = inhibition above about 40%;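 also: 0% = enzyme with no compound and 100% = blank without enzyme; many of its hits are not listed in these tables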
Runt-CBFb FRET – Runt domain-CBFb interaction inhibition. Q01196+Q13951. Cerulean-Runt/Venus-CBFb FRET ratio 530/480, 1 h. inhibition, % at 20 µM. 220,000 tested, 0.46% active;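 active = inhibition over about 50% at 20 µM in the single-dose screen, limit read from the data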;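 also: 0% = DMSO wells and 100% = excess unlabeled CBFb competitor control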
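Assay system: Cerulean-Runt domain / Medium: Tris 50 mM pH 7.5, KCl, K2SO4, 0.01% BSA / Timing: protein complex preformed 1 h, compound exposure 1 h, room temperature, dark / Measured by: FRET, excitation 422 nm, emission at 530 and 480 nm / Evaluation: loss of energy transfer signal / Control set: 5 µM unlabeled CBFb as full-inhibition high control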
thrombin 1536 – thrombin (human) inhibition; P00734; alpha-thrombin, Boc-VPR-AMC fluorogenic substrate cleavage; inhibition, % at 5 µM; 220,000 tested, 0.26% active;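 active = inhibition at or above 40%; inactive = inhibition below 40%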;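 also: 0% = enzyme with no compound and 100% = wells without enzyme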
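System: human alpha-thrombin protein; Compound dosing: one concentration per compound, 5 µM, with 0.2% DMSO; Timing: reaction at room temperature; Technique: AMC fluorescence, 355/460 nm; Controls: enzyme without compound as high, wells lacking enzyme as low.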
An asterisk follows results filed as active; · = no result given; [ ] = remark or other dose.

No.	Molecule	FXIa inh	14-3-3 Bad inh	Runt-SMMHC FRET	hK5 inh	Wee1 stabilizer	Hck-Nef inh	FXIIa inh 1536	Runt-CBFb FRET	thrombin 1536
1	Cc1cc(NC(=O)c2ccc(N3C(=O)C4C5C=CC(C5)C4C3=O)cc2)no1 (stereo not drawn)	-2	-2	0	0	2	21	3	1	-13
2	COc1ccc(-c2nnc(SCC(=O)NNC(=O)c3ccc(C)cc3)o2)cc1	2	-1	1	-17	-2	3	7	1	0
3	O=C(Nc1cccc(S(=O)(=O)NC2=NCCCCC2)c1)c1cc(-c2ccccc2)nc2ccccc12	1	-2	1	-1	4	-2	7	0	-1
4	COc1ccccc1N1CCN(C(=O)C(C)N(c2ccc(C)c(C)c2)S(C)(=O)=O)CC1 (stereo not drawn)	-7	0	1	-1	1	5	1	-2	-12
5	CCc1ccc(NC(=S)N(CCCN2CCN(C)CC2)Cc2cccs2)cc1	3	-9	5	-26	1	4	6	2	-4
6	CCOC(=O)c1ccc2[nH]c3c(c2c1)CN(C)CC3	-7	-1	0	-28	-2	6	2	-1	-9
7	Nc1cc(Cl)nc(N/N=C/c2ccc([N+](=O)[O-])cc2)n1	4	5	-1	-5	8	3	11	-4	-13
8	O=C(CN1CCCC1)Nc1c2c(nc3ccccc13)N(Cc1ccccc1)CC2	-2	84*	62	-15	3	3	5	2	-2
9	CCc1nnc(NC(=O)CSc2nnc(Cc3ccccc3)n2-c2ccccc2)s1	4	-6	-2	-17	2	-1	8	-3	1
10	Cc1cccc(CCNC(=O)C2CCN(S(=O)(=O)c3c(C)nn(C)c3C)CC2)c1	0	-10[fluorescence artefact?]	-3	-9	2	0	14	3	3
11	O=C(O)c1cnc(-c2ccccc2)nc1Sc1ccccc1	-5	22[fluorescence artefact?]	-3	1	3	3	-9	-2	-6
12	CN(C)CCC1Sc2ccccc2Oc2ccccc21 (stereo not drawn)	9	66	2	-16	-1	1	15	-1	0
13	CC(=O)Nc1ccc(Nc2ncnc(N)c2[N+](=O)[O-])cc1	2	-6	0	-4	1	0	6	0	-4
14	CCOc1cc(C(=O)NCC(C)CN(C)C)cc(OCC)c1OCC (stereo not drawn)	8	-13	-5	-14	1	3	14	1	-4
15	CCOC(=O)c1nn(-c2ccc3ccccc3c2)cc1O	-4	-19	0	5	-3	-1	8	-2	2
16	Cn1cc(CNC(=O)C2CCCCC2)cn1	18	5	2	-20	2	1	6	0	-5
17	Cc1cccc(CCNC(=O)COc2cc(=O)n(C)c3ccccc23)c1	-7	-21	0	-11	11*	-2	5	-8	-1
18	CCOC(=O)CC1C(=O)NC2CCCCC2N1C(=O)Nc1ccc(Cl)cc1 (stereo not drawn)	1	-6	1	5	-2	4	12	3	-1
19	CC(C)CNC(=O)CSc1nnc(-c2cccc(S(=O)(=O)N3CCCCC3)c2)o1	-4	3[fluorescence artefact?]	0	-4	-1	0	7	-2	-2
20	CCOC(=O)N1CCC(N(CCN(C)C)C(=S)Nc2ccc(Oc3ccccc3)cc2)CC1	-11	-15	0	-7	0	15	0	2	-23
21	CCN(c1nc(C)cc(OC)n1)S(=O)(=O)c1ccccc1	9	10	0	-22	2	1	13	-2	3
22	Cc1ccc(-c2nnc3n2N=C(c2ccccc2)CS3)cc1	4	8	4	-8	-3	0	13	0	-5
23	Cc1nnc(NC(=O)CSc2ncn(-c3ccccc3)n2)s1	-4	-7	2	-22	1	-16	0	2	-1
24	Cc1ccc(S(=O)(=O)n2c3ccc(F)cc3c3nc(C)sc32)cc1	4	-9	-36	-6	6	3	9	-2	-1
25	CN1CCN(C(=O)c2ccc3ccccc3c2)CC1	0	-7[fluorescence artefact?]	2	-3	-2	3	-5	1	-8
26	CC1=C(C(=O)N2CCN(c3cc(C)ccc3C)CC2)C2(CCCCC2)OC1=O	6	-3	2	-10	0	-4	12	-3	3
27	COc1ccc(N(CC(=O)Nc2ccccc2C(N)=O)S(=O)(=O)c2ccc(C)c([N+](=O)[O-])c2)cc1	-3	0	3	-7	-1	15	-2	-1	·
28	CCNc1cc(N2CCOCC2)nc(SC)n1	1	16	-6	-6	6	8	13	0	2
29	CCOc1cc(Cl)c(S(=O)(=O)NCc2ccccn2)cc1Cl	-15	-5	3	-3	-1	-2	9	-2	-2
30	O=C(O)CCc1nn2cc(-c3ccccc3)nc2[nH]c1=O	1	0	-114	-59	1	-3	-7	-30	-3
31	CCOC(=O)N1N=C(c2ccccc2)CC1(O)C(F)(F)F (stereo not drawn)	5	-4[fluorescence artefact?]	-4	-6	-1	-1	6	0	3
32	CCOC(=O)CSc1nnc(COc2cccc(C)c2)o1	-6	-9	2	9	-2	26	3	-1	-8
33	CCCN1C(=O)/C(=C/c2cc(C)n(C)c2C)SC1=Nc1ccc(OC)cc1	6	-4	-4	6	0	8	8	-5	0
34	Cc1cc(N2CCN(C)CC2)nc2ccc(NC(=S)N3CCN(c4cccc(Cl)c4)CC3)cc12	-3	63	7	0	1	6	6	3	-2
35	CN(C)c1ccc(C=NCCC2(O)CCOC(C)(C)C2)cc1 (stereo not drawn)	-1	1	-4	17	-3	-1	11	-1	-7
36	CN(C(=O)CS(=O)(=O)c1cccc(Cl)c1)c1ccccc1	9	-4	3	-5	-3	-1	12	2	3
37	Cn1c(=O)c2c(nc(NCc3ccccc3)n2CCCc2ccccc2)n(C)c1=O	-2	-12[fluorescence artefact?]	2	-5	-1	7	-3	-3	-5
38	Cc1ccc(-c2[nH]c(-c3ccc(C(=O)O)cc3)nc2-c2ccccc2)cc1	13	2	-2	-31	1	1	21	-8	0
39	Cc1cc(-c2nnc3n2CCCCC3)c(C)n1-c1ccccc1	-4	3[fluorescence artefact?]	-2	1	-1	3	-9	-1	-2
40	COc1ccc(Cl)cc1NC(=O)COC(=O)CNC(=O)c1ccc([N+](=O)[O-])c(C)c1	-1	-2	0	-19	3	5	6	-1	-2
41	Cc1cc(Cl)ccc1OCc1nnc2n1CCCCC2	0	-9	22	2	-1	3	9	2	-1
42	N#C/C(=C\c1cn(Cc2ccccc2)c2ccccc12)C(=O)NCc1ccco1	-2	-4[fluorescence artefact?]	-22	14	-1	2	3	-11	2
43	O=C(Nc1ccc(-c2csc(Nc3cccc(C(F)(F)F)c3)n2)cc1)c1cc([N+](=O)[O-])cc(C(F)(F)F)c1	2	-6	-3	2	·	24	9	1	1
44	COc1ccc(CCn2c(N)c(S(=O)(=O)c3cccs3)c3nc4ccccc4nc32)cc1OC	5	-9[fluorescence artefact?]	6	-27	4	6	11	·	5
45	COc1ccc2c(c1)c(=O)c(C(=O)c1ccccc1)cn2Cc1ccc(C)cc1	13	6[fluorescence artefact?]	-1	-5	3	-2	17	-1	4
46	O=C(Nc1cccc(Cl)c1N1CCCC1)c1ccc([N+](=O)[O-])o1	-4	3	0	-9	-2	13	7	-1	3
47	CCOCCCNC(=O)C1CCN(C(=O)Nc2ccc(C)cc2)CC1	3	0[fluorescence artefact?]	-5	2	2	1	7	-1	5
48	O=C(CN1C(=O)c2ccccc2C1=O)Nc1ccc(N2CCOCC2)cc1	1	-16	-1	-24	-2	3	13	-4	0

Reprinted at random: two records from the list.
No.	Molecule	FXIa inh	14-3-3 Bad inh	Runt-SMMHC FRET	hK5 inh	Wee1 stabilizer	Hck-Nef inh	FXIIa inh 1536	Runt-CBFb FRET	thrombin 1536
46	O=C(Nc1cccc(Cl)c1N1CCCC1)c1ccc([N+](=O)[O-])o1	-4	3	0	-9	-2	13	7	-1	3
38	Cc1ccc(-c2[nH]c(-c3ccc(C(=O)O)cc3)nc2-c2ccccc2)cc1	13	2	-2	-31	1	1	21	-8	0

Other structures follow.
No.	Molecule	FXIa inh	14-3-3 Bad inh	Runt-SMMHC FRET	hK5 inh	Wee1 stabilizer	Hck-Nef inh	FXIIa inh 1536	Runt-CBFb FRET	thrombin 1536
49	CC(C)N(C(=O)C(F)(F)F)C(C(=O)NC1CCCCC1)c1ccncc1 (stereo not drawn)	-3	-7	1	-10	-3	7	6	-1	-2
50	c1nc(N2CCN(Cc3ccc4c(c3)OCO4)CC2)c2[nH]cnc2n1	1	12	1	-4	4	0	9	-1	-5
51	COc1ccccc1CNCC(=O)Nc1ccc(C(F)(F)F)cc1	-1	6	-2	-1	12*	17	9	1	-1
52	CCOC(=O)C1CCCN(C(=O)C2CCN(S(=O)(=O)c3cccs3)CC2)C1 (stereo not drawn)	-11	2	-2	-5	0	2	-4	0	-11
53	COc1ccccc1-c1cn[nH]c1-c1ccc(OCc2ccccc2)cc1O	2	0	-2	-1	-4	4	2	3	-7
54	O=C(c1ccc(F)c(S(=O)(=O)N2CCOCC2)c1)N(c1ccccc1)c1ccccn1	-3	-9	-5	-4	-2	21	7	0	-4
55	CC(C)NS(=O)(=O)c1ccc(CCC(=O)N2CCC(C(N)=O)CC2)cc1	-1	-13	-5	5	-2	21	6	1	-11
56	Cc1cccc(NC(=S)N2CCN(c3ccc(F)cc3)CC2)c1	-7	-9	3	-8	1	16	1	1	-8
57	CCOC(=O)c1c(NC(=O)CSc2nc3ccccc3c(=O)n2-c2ccccc2)sc(C(C)=O)c1C	5	-51	-5	-17	7	10	13	-4	-4
58	Cc1cc(C(=O)Nc2ccc(S(=O)(=O)Nc3onc(C)c3C)cc2)cs1	3	3	-5	0	2	9	14	-1	1
59	O=C1CSC(c2ccccc2F)N1c1ccccc1 (stereo not drawn)	24	-8	-2	-2	6	9	33	-2	12
60	O=C(NN1C(=O)C2C(C1=O)C1C=CC2C12CC2)c1cccnc1 (stereo not drawn)	-3	-7	1	-2	4	24	8	0	11
61	CC(C)C(=O)Nc1nc(-c2ccccc2)ns1	8	-5	0	-5	0	3	18	-2	-3
